Redox H2O2 prof: compounds producing H2O2 with reducing agent – biochemical, NIH compound library profiling, artefact control for MLSCN library redox annotation, primary screen; 200,000 tested, 0.03% active; DTT-dependent redox cycling H2O2, phenol red/HRP absorbance; 100% = 100 µM peroxide control, 0% = buffer; activation, % at 10 µM;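 active means activation of at least 50% relative to the plate's high and low controls in the primary single-dose screen; inactive means activation below 50%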;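 further: compound incubated with DTT at 0.8 mM final as the reducing agent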
HMGR II inh: inhibitors of E. faecalis class II HMGR, primary screen, biochemical, Enterococcus faecalis | HMG-CoA reductase (Enterococcus faecalis, mvaE) | purified E. faecalis HMGR, NADPH absorbance 340 nm kinetic | inhibition, % at 10 µM | 190,000 tested, 0.41% active;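 active means inhibition above a set limit, the median over all tested compounds plus 3 SD, cut at about 9.5% in these data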;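 further: enzyme runs in reverse so mevalonate oxidation gives rising NADPH absorbance; 0% = complete reaction with DMSO and 100% = background rate lacking mevalonate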
TR-FRET SRC-2 ct: TR-FRET signal artefacts, primary screen, artefact control for PPARgamma SRC-2 agonist project, biochemical. TR-FRET artefact counter-screen; stronger effect = higher value. TR-FRET ratio at 8 µM. 200,000 tested, 0.4% active; in the data active means TR-FRET ratio above about 2000; further: inactives centre near 1500
PPARg SRC-3 ag: PPARgamma agonists recruiting SRC-3 coactivator, primary screen, biochemical; AID 731, 2007; activation, % at 8 µM; Peroxisome proliferator-activated receptor gamma (Homo sapiens), P37231; 200,000 tested, 0.26% active; biochemical PPARgamma/SRC-3 coactivator recruitment assay; in the data active means activation above about 23%;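 further: 0% = DMSO and 100% = reference agonist; some compounds past the cut are filed as inactive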
RAM inhibit: inhibitors of the yeast RAM network, primary screen, dse1pr::URA3 reporter, 5-FOA selection; 190,000 tested, 1.8% active; S. cerevisiae dse1pr::URA3 reporter, 5-FOA growth OD615, 2 d; analog-sensitive cbk1-as2 kinase mutant strain; inhibition, % at 50 µM;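 active means inhibition above a set limit, 3 SD over mean compound inhibition, cut at about 8.4% in these data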;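 further: 0% = DMSO-only wells with no growth and 100% = 10 µM 1-NA-PP1 full growth; inhibition rescues growth on 5-FOA so higher OD means more RAM inhibition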
L major viab: Leishmania major promastigote growth inhibition, primary screen; Leishmania major promastigotes, resazurin fluorescence viability; inhibition, % at 10 µM; AID 1063, 2008; 200,000 tested, 9% active; in the data active means inhibition above about 50%;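 further: promastigotes grown with compound for 44 hours at 28 °C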
PPARg SRC2 recr: agonists of PPARg-SRC-2 recruitment, primary screen, biochemical, HTS | PPARgamma LBD-SRC-2 recruitment | activation, % at 8 µM | 200,000 tested, 0.34% active | AID 1032, 2008; in the data active means activation above about 22%;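 further: 0% = vehicle and 100% = reference agonist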
ROMK primary: ROMK potassium channel modulators, primary screen, cell-based, thallium flux, MLSMR library; Tet-inducible ROMK, thallium flux fluorescence; actives lie on both sides; B-score at 10 µM; 130,000 tested, 2% active;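 active means signal ratio slope over the read window, or its plate-corrected B-score, at least 3 SD from the plate mean, either direction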;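 further: B-score of the F/F0 ratio slope over 7 to 12 s after thallium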
Target sequence (P48048 whole entry, looked up): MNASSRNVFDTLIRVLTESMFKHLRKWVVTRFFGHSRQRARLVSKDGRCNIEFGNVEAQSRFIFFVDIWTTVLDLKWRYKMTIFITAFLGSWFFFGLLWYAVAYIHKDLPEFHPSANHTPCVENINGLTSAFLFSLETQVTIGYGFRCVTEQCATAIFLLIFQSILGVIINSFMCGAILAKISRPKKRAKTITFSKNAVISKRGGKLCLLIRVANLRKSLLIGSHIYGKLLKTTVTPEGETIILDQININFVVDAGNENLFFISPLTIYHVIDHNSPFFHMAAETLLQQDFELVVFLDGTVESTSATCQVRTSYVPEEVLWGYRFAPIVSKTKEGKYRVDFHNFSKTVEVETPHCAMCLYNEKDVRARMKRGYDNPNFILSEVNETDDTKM
bIAP inhibitor: bovine intestinal alkaline phosphatase inhibitors, primary screen, selectivity assay for TNAP inhibitor project, biochemical, bovine IAP, CDP-star luminescence | alkaline phosphatase, intestinal [Bos taurus] | purified bovine IAP, 30 min | inhibition, % at 20 µM | 190,000 tested, under 10 active | AID 1019, 2008;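 active means over 50% inhibition of intestinal alkaline phosphatase at 20 µM in the single-dose screen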
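System: purified bovine intestinal alkaline phosphatase (IAP) enzyme; Input: IAP diluted 1/65,000,000 in the well; Measured by: CDP-star luminescence signal; Compound dosing: 20 µM single dose; Incubation: 30 min reaction at room temperature.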
S1P3 antagonist: S1P3 receptor antagonists, primary screen, cell-based; Sphingosine 1-phosphate receptor 3 (Homo sapiens), Q99500; CHO S1P3 NFAT-BLA reporter, FRET fluorescence, antagonist mode; inhibition, % at 4.98 µM; AID 485, 2006; 170,000 tested, 0.27% active;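 active means inhibition above the plate cutoff, the mean inhibition of test wells on that plate plus 3 SD, cut at about 28% in these data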;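 further: cells challenged with S1P at its EC80 of 0.8 µM; blue over green emission ratio from cleaved BLA substrate after 4 h stimulation; 0% = S1P-stimulated wells and 100% = unstimulated DMSO-only wells; some compounds past the cut are filed as inactive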
Target sequence (Q99500 whole entry, looked up): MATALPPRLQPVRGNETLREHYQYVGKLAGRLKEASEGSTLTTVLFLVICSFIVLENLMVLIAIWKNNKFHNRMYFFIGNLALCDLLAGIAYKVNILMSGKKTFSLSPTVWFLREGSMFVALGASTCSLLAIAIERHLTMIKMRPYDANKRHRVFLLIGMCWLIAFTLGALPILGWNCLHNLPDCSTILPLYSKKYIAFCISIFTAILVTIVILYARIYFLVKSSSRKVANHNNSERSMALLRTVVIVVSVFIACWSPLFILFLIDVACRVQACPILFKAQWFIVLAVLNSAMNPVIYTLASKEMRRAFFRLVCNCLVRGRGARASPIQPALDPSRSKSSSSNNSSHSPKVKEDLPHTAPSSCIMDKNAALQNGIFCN
PPARg SRC-1 ag: PPARgamma agonists recruiting SRC-1 coactivator, primary screen, biochemical. activation, % at 8 µM. 200,000 tested, 0.41% active. PPARgamma-SRC-1 coactivator recruitment biochemical assay; in the data active means activation above about 19%;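 further: 0% = DMSO and 100% = reference agonist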
* hit, by the source's call; nt = no result given. Rows are unselected; any-hit rate near 13%.

no.	smiles	Redox H2O2 prof	HMGR II inh	TR-FRET SRC-2 ct	PPARg SRC-3 ag	RAM inhibit	L major viab	PPARg SRC2 recr	ROMK primary	bIAP inhibitor	S1P3 antagonist	PPARg SRC-1 ag
1	COc1ccc(-c2ccc(CNCCCN3CCOCC3)o2)cc1Cl	-0.6	2	1567	5	1.1	40	7	-0.16	-2	-11	10
2	CCn1ccnc1CN(C)Cc1cn(-c2ccc(C)cc2)nc1-c1ccc(F)cc1	-0.1	-1	1840	6	-0.7	100*	20	-0.37	-2	14	3
3	Cn1c(=O)cc(OCCCC(=O)N2CCN(c3ccccc3)CC2)c2ccccc21	-0.3	5	1446	3	0.9	0	10	1.5	-4	2	4
4	Cc1cc2c(c(=O)n1Cc1cccnc1)C(Cc1ccccc1)C(C#N)=C(N)O2 (centres undefined)	1.7	-3	1566	-1	2.0	-2	0	nt	9	-12	14
5	O=[N+]([O-])c1cc(-c2n(-c3ccccn3)c3ccccc3[n+]2-c2ccccn2)ccc1Cl	0.4	1	1654	2	1.1	20	4	0.94	-2	-13	-1
6	CC(=O)Nc1ccc2nc(NC(=O)COc3ccc([N+](=O)[O-])cc3)sc2c1	-0.4	3	1657	3	1.6	-3	1	0.24	5	4	0
7	O=C(O)C1CCCN1c1ncnc2c1oc1ccccc12 (centres undefined)	0.1	-1	1673	3	0.4	0	-1	nt	1	-6	-4
8	O=C(CN1CCC(c2nc3ccccc3s2)CC1)N1CCCCC1	0.0	4	1628	-4	1.5	-4	1	-1.5	-6	1	-2
9	COC(=O)c1c(-n2c(C)cc(C=O)c2C)sc2c1CCCC2	-4.6	-3	1616	20	0.8	50	8	-2	3	nt	11
10	Cc1cccc(NC2(C(F)(F)F)N=C(c3ccccc3)NC2=O)n1 (centres undefined)	1.5	-1	1593	-1	-1.1	-4	-8	nt	0	nt	-8
11	Cn1c(=O)c2c(ncn2CC(O)CNc2cccc(Cl)c2)n(C)c1=O (centres undefined)	-0.3	1	1633	4	0.6	3	13	0.12	-2	-10	4
12	Nc1c(S(=O)(=O)c2ccccc2)cnc2c(-c3ccc(F)cc3)cnn12	-1.2	0	1490	2	4.6	-12	5	0.015	24	nt	-6
13	Cc1c(C(=O)NCc2ccccc2)oc2ccc(S(=O)(=O)N3CCCC3)cc12	-0.3	-12	1551	2	1.4	-4	11	nt	9	-21	-1
14	CC(NC(=O)NC1CCCCC1)C(c1cccs1)N1CCN(C)CC1 (centres undefined)	-1.4	-8	1369	-1	0.8	-8	-4	nt	4	-2	-5
15	COc1cc(C(=O)Nc2ccc3c(c2)Cc2ccccc2-3)cc(OC)c1OC	0.0	-1	1286	-4	3.2	-1	-4	0.14	9	-2	-5
16	CCc1cc2c(SCC(=O)c3ccccc3)ncnc2s1	0.8	-2	1529	10	1.3	-3	6	nt	-9	nt	2
17	COC(=O)c1cccc(NC(=S)NCc2ccco2)c1	-0.5	0	1408	1	0.9	1	1	0.47	9	-1	0
18	CCN(CC)C(=O)CSc1nc2c(sc(=S)n2Cc2ccco2)c(=O)n1-c1ccccc1	2.1	2	1519	-9	5.2	29	1	nt	-1	nt	-2
19	Cc1ccc(N(C)C(=O)c2ccc3c(Cl)c4c(nc3c2)CCC4)cc1C	4.8	7	1353	3	-1.2	16	0	-0.25	11	0	6
20	Cc1cc(SCC#N)nc2ccccc12	0.5	4	1533	2	1.6	-8	1	-0.87	7	-3	3
21	CCC(C)(C)NC(=O)c1cc(C(=O)OC)cc([N+](=O)[O-])c1	0.2	-2	1485	6	-1.0	4	2	1.6	11	nt	-5
22	O=C(C(=O)N1CCc2ccccc2C1)c1cn(CC(=O)N2CCCC2)c2ccccc12	0.3	-4	1493	-3	1.6	-7	3	nt	16	-7	-4
23	Cc1ccc(SCCC(=O)NCCSCc2ccccc2C)cc1	0.6	-3	1406	1	3.7	3	-5	nt	8	nt	-4
24	CC1CCN(c2nnc(NC(=O)Cn3c(=O)oc4ccccc43)s2)CC1	-1.7	-8	1577	0	3.2	-8	9	nt	-1	nt	0
25	CC(C)(C)CC(=O)Nc1ccccc1N1CCN(c2ccccc2)CC1	-1.2	-7	1582	3	0.4	3	11	0.59	7	11	5
26	O=C(C1CCN(S(=O)(=O)c2cccc3cccnc23)CC1)N1CC=C(c2ccccc2)CC1	-3.6	-7	nt	nt	1.5	-7	nt	nt	-5	1	nt
27	CCOC(=O)c1c(C)nc(SC)c(C#N)c1-c1ccccc1	-0.2	-4	1645	2	3.2	2	4	nt	-8	-10	6
28	CCOC(=O)c1oc2ccccc2c1CN1CCCCC1	-0.1	1	1525	2	2.5	-4	-2	1	0	-1	6
29	COc1ccc(Nc2nc(NCCO)nc(OC)n2)cc1	0.1	0	1434	3	0.4	-3	4	0.44	-2	nt	-4
30	CS(=O)(=O)N(CC(N)=O)Cc1ccc(Cl)cc1	-0.6	1	1449	0	0.8	-5	2	nt	6	-31	6
31	COC(=O)c1c(C)[nH]c(C(=O)CN2CCOCC2)c1C	0.8	-2	1667	9	0.8	-5	10	nt	16	0	10
32	O=C(CSc1nc(-c2ccc(F)cc2)cs1)NCCN1C(=O)CSC1=O	0.5	3	1432	-5	0.4	8	-7	0.63	3	-16	3
33	CCOCC(=O)Nc1ccc([N+](=O)[O-])cc1C	-1.4	9	1531	2	1.4	1	-6	0.0049	-28	-8	-4
34	COc1ccc(/C=N/NC(=O)Nc2cccc3nsnc23)c(OC)c1	-2.0	-2	1551	13	6.6	-9	8	nt	16	nt	3
35	Nc1ccc(NC(=O)c2ccco2)c(Cl)c1	-0.8	-2	1389	-2	0.9	-4	1	0.041	12	-5	4
36	O=C(COc1cccc2cccnc12)N1CCc2ccccc21	0.0	3	1239	3	-0.9	-1	0	-0.11	-5	-4	-10
37	Cc1ccccc1Nc1c(F)c(F)c(F)c(F)c1C(=O)O	-0.5	0	1639	2	1.2	-9	11	-0.66	5	-21	0
38	O=C(c1nn(-c2ccccc2)c(=O)c2ccccc12)N1CCN(c2ncccn2)CC1	0.9	-6	1752	1	4.4	-5	-3	0.93	3	17	5
39	Cn1nnnc1SCC(=O)NC(C)(C)C	-0.1	-7	1680	-7	0.0	-2	-11	0.023	12	nt	9
40	C/C(=N\NC(N)=S)c1ccc(Cl)s1	0.0	-4	1577	2	-0.9	-5	-1	-1.1	19	-14	2
41	Cn1nc(C(F)(F)F)c2cc(NC(=O)OCC(C)(C)C)sc21	-3.7	6	1594	-7	1.0	7	9	nt	18	nt	3
42	c1ccc2[nH]c(CSc3ncnc4c3oc3ccccc34)nc2c1	1.3	2	2940*	72*	0.0	20	71*	nt	-13	31	44*
43	COCCN1CCN(Cc2nc(Cc3ccc(OC)c(OC)c3)no2)CC1	-0.3	-7	1479	-3	-0.3	4	-8	0.7	0	0	-4
44	O=C(COc1ccc2ccccc2c1)Nc1cccc2cccnc12	2.4	-5	1538	0	4.8	1	4	nt	8	nt	4
45	S=c1[nH]nc(CCc2ccc(Cl)cc2)o1	-0.7	-7	1678	5	-1.6	37	6	nt	-7	-5	12
46	CC(=O)Nc1nnc(CCN2CCCCC2)s1	2.4	-1	1404	-1	-1.3	-6	4	nt	4	nt	-3
47	O=C(NCC(F)(F)F)Nc1ncccn1	-1.4	-10	1420	-4	0.8	-4	-3	nt	0	-5	-3
48	OCCC1CN(Cc2ccsc2)CCN1C1CCCC1 (centres undefined)	5.2	-7	1650	-3	1.0	6	5	1.4	8	-21	10
49	CC1(C)CC(NC(=O)Cc2ccccc2[N+](=O)[O-])CC(C)(C)N1	-0.5	-4	1553	-2	1.3	-2	-2	nt	4	-11	4
50	Cc1ccccc1NC(=O)C1CCCN1S(=O)(=O)c1ccc2c(c1)n(C)c(=O)c(=O)n2C (centres undefined)	0.4	-4	1574	1	-0.6	-2	0	-0.1	13	-9	-3
51	COc1ccc(-c2[nH]ncc2-c2cnc(C)s2)c(O)c1	-0.4	-1	1616	1	2.8	-3	-1	nt	-69	3	2
52	CCOCC(=O)Nc1cc(C(=O)NCCC(C)C)ccc1Cl	-0.6	-4	1557	-1	0.2	-5	-4	nt	-6	-21	-2
53	Cc1nn(C)c(C)c1NC(=O)CSc1nc(Cc2ccccc2)nc2c1cnn2-c1ccccc1	-3.4	nt	1661	4	nt	4	-6	nt	nt	-4	-2
54	CCN(CC)C(=O)c1ccccc1NC(=O)c1ccccc1	-0.2	0	1394	-2	0.1	7	3	0.48	-11	-12	-1
55	O=C(CSc1nnnn1C1CCCCC1)N1CCCC1	0.6	0	1594	1	1.1	5	-4	nt	3	-3	3
56	Cc1cc(C)c(NC(=O)Nc2ccccc2C)c(Cl)c1	4.3	-4	1571	6	1.7	0	8	-0.0087	-29	-21	4
57	C=CCNC(=S)Nc1sc2c(c1C(=O)OCC)CC(C)(CC)OC2 (centres undefined)	0.7	3	1534	10	2.9	-5	5	nt	9	0	3
58	CN(C)c1ccc(/C=C2/C(=O)N(c3ccc([N+](=O)[O-])cc3)N=C2N2CCOCC2)cc1	-7.0	0	1558	0	0.9	-5	10	nt	41	nt	8
59	COc1ccc(C2c3ccc4ccccc4c3Oc3ncn4nc(Cc5ccccc5)nc4c32)cc1OC (centres undefined)	-0.1	-1	1539	4	5.6	26	9	-0.00042	-19	6	2
60	CCC1(C)COC2(OC1)C(=O)Nc1ccccc12 (centres undefined)	0.0	-2	1602	5	0.6	-8	-3	-0.52	6	3	1

Carrying on:
no.	smiles	Redox H2O2 prof	HMGR II inh	TR-FRET SRC-2 ct	PPARg SRC-3 ag	RAM inhibit	L major viab	PPARg SRC2 recr	ROMK primary	bIAP inhibitor	S1P3 antagonist	PPARg SRC-1 ag
61	O=C(CCCNC(=O)/C(=C\c1ccccc1F)NC(=O)c1ccccc1)OCc1ccccc1	1.4	3	1650	1	4.9	12	5	nt	6	nt	11
62	CCOc1ccccc1NC(=O)COC(=O)CSc1ccc(Cl)cc1	nt	3	1743	6	2.4	57*	3	nt	7	0	-4
63	COc1cccc(NC2=C(Cl)C(=O)OC2OC(=O)c2ccco2)c1 (centres undefined)	-0.2	-2	1493	4	1.7	7	-3	-0.25	3	-9	7
64	COc1ccccc1NC(=O)CSc1ccc2nnc(-c3ccc(C)cc3)n2n1	0.1	-3	1503	6	5.0	3	8	nt	10	-13	1
65	O=C(COC(=O)/C=C/c1ccc(F)cc1)NCc1ccco1	-0.3	1	1507	-1	1.4	-5	3	-0.0072	-3	-6	-6

Source: PubChem BioAssay (several laboratories)
